MC4R antagonist – blocks human MC4R cAMP signaling; inhibition, % at 6.5 µM; MC4R-expressing cells, MTII-stimulated cAMP, LANCE TR-FRET; P32245; hit rate 0.48% among 360,000;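 active = inhibition above its plate's cutoff, the mean of tested wells on that plate plus 3 SD, cut at about 29% in these data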;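 note: 0% = Melanotan II alone and 100% = Melanotan II plus saturating MCL0020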
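Material: U2OS-MC4R stable cell line | Reagent: Melanotan II challenge after compound preincubation | Doses: One concentration, 6.5 µM nominal | Incubation: 30-min compound preincubation, 1-h Melanotan II challenge, 1-h detection, room temperature | Signal: TR-FRET cAMP assay | Replicates: One well per compound, no replicates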
MC4R barr agon – human MC4R agonism via beta-arrestin. activation, % at 8.9 µM. AID 540308. hit rate 0.98% among 360,000. P32245. U2OS MC4R beta-arrestin complementation, luminescence; percent of melanotan II response, DMSO zero;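 active = activation above a per-plate cutoff, the mean activation of sample wells on that plate plus 3 SD, cut at about 8% in these data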
m5-HT2A agonist – mouse HTR2A agonism via beta-arrestin recruitment. P35363. CHO-K1 mHTR2A beta-arrestin complementation, luminescence; percent of 30 µM serotonin response. activation, % at 7.6 µM. hit rate 0.66% among 360,000;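 active = activation above a run cutoff, the mean activation of all tested compounds plus 3 SD, cut at about 14% in these data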;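 note: 0% = plate median of compound wells and 100% = 30 µM serotonin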
H9c2 protect – protects H9c2 cardiomyocytes from peroxide injury; AID 588492; hit rate 0.63% among 360,000; protection from H2O2 cell death, % at 20 µM; H2O2 injury protection, ATPLite, 2 h;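 active = compounds giving at least 50% protection of heart cells from peroxide-induced death in the single-dose screen, raw or plate-pattern-corrected value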;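 note: 0% = DMSO wells with peroxide and 100% = DMSO wells without peroxide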
ABHD5 PLIN5 PPI – inhibitors of human ABHD5-perilipin-5 interaction; Q00G26+Q8WTS1; Split G. princeps luciferase complementation, luminescence, 4 h; inhibition, % at 4 µM; hit rate 0.78% among 360,000; AID 602281;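 active = inhibition above the mean inhibition across every tested compound plus 3 SD, cut at about 22% in these data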;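 note: 0% = DMSO only wells and the 100% control is not disclosed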
ABCB6 inh 2 – blocks the human ABCB6 transporter. Q9NP58. K562-ABCB6 porphyrin accumulation, flow cytometry, 1 h; active compounds read low. fluorescence ratio to DMSO, % at 10 µM. hit rate 0.19% among 360,000. AID 602162;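 active = fluorescence ratio to DMSO below 75%, the collection mean minus 3 SD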;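 note: signal is porphyrin accumulated inside mitochondria; 100% equals median channel fluorescence of DMSO control wells; lower ratio means ABCB6 inhibition with less porphyrin fluorescence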
Target sequence (Q9NP58 whole entry, looked up): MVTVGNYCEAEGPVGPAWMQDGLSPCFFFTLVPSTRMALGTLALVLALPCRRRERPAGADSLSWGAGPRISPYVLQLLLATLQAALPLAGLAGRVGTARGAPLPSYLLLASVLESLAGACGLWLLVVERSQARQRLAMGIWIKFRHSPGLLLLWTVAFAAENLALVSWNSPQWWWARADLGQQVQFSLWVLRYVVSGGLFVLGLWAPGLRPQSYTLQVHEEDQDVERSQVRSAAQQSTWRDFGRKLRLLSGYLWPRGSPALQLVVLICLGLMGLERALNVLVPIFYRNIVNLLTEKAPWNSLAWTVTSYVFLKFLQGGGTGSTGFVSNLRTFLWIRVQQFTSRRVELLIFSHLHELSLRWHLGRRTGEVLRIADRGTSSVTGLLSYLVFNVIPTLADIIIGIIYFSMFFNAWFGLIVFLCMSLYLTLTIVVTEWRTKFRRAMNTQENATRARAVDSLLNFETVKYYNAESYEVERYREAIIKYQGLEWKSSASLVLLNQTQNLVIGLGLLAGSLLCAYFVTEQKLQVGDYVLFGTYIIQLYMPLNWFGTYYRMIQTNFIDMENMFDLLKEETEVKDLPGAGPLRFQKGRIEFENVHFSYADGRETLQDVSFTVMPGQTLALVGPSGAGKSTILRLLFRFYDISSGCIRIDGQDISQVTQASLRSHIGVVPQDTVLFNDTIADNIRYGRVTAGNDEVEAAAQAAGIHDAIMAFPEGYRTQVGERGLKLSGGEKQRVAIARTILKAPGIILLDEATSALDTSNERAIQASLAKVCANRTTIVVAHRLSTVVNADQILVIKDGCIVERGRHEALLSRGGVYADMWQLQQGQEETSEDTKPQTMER
Glyco luc inh – N-linked glycosylation inhibition; D54 ERlucT glycosylation luciferase reporter, 24 h; percent of 100 nM tunicamycin response; reporter increase, % at 12.5 µM; hit rate 0.23% among 360,000; AID 588692;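 active = mean luciferase reporter signal, scaled so untreated is 0 and the glycosylation-blocking control 100, at or above a set limit in every replicate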;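 note: luciferase carries N-glycosylation sites so blocking glycosylation raises the light; 0% = median of neutral control wells and 100% = median of 100 nM tunicamycin wells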
NCOA2 inhibitor – human SRC2 (NCOA2) inhibition | Q15596 | AID 651957 | HEK293 GAL4-SRC2 luciferase reporter, luminescence | inhibition, % at 9 µM | hit rate 0.17% among 370,000;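 active = inhibition above the mean inhibition of all tested compounds plus 3 SD, set per campaign, cut at about 52% in these data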;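 note: 0% = DMSO treated cells and 100% = cells given Gossypol at 36 µM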
NOD2-RIPK2 inh – inhibitors of human NOD2-RIPK2 interaction; inhibition, % at 4.98 µM; CHO BLA complementation NOD2-RIPK2, CCF4 ratio; O43353; hit rate 0.38% among 360,000; in the data active = inhibition above about 21%;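 note: 0% = vehicle only and 100% = reference blocker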
TLR9-MyD88 block – blocks human TLR9 binding to MyD88. hit rate 0.21% among 340,000. inhibition, % at 4.98 µM. Q9NR96+Q99836. CHO BLA complementation TLR9-MyD88, CCF4 FRET ratio;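 active = inhibition above the mean over all tested compounds plus 3 SD, cut at about 21% in these data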;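 note: 0% = DMSO only wells and 100% = clavulanate BLA inhibitor control wells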
* hit, by the source's call; . = not tested or not shown.

Every second line gives: MC4R antagonist	MC4R barr agon	m5-HT2A agonist	H9c2 protect	ABHD5 PLIN5 PPI	ABCB6 inh 2	Glyco luc inh	NCOA2 inhibitor	NOD2-RIPK2 inh	TLR9-MyD88 block
1	CCC(=O)N1CC2(CC(c3cccc(NC(=O)CC(c4ccccc4)c4ccccc4)c3)=NO2)C[C@H]1C(N)=O (stereo not given in full)
 : 4	-2.3	-2	21	-3	95	1	2	9	-1
2	COc1cccc(/C=N/N2C(=O)NC3(CCCCC3)C2=O)c1O
 : -2	-1.3	2	11	2	106	-1	-6	-2	-1
3	O=C(Oc1ccc(F)c(F)c1)c1ccc2c(=O)n3c(nc2c1)CCC3
 : -6	-0.1	7	-8	-3	104	1	13	-6	7
4	COC(=O)c1ccc(CSc2nnc3sc4ccccc4n23)o1
 : -5	-2.1	1	8	-6	94	1	-26	-13	2
5	Cc1ccc(N/C=C/C(=O)c2ccccc2)cc1Br
 : 4	1.4	-4	-12	-9	99	-12	-56	-9	-8
6	CN1CCC(=O)N([C@H](CC#N)c2ccccc2)CC1
 : -2	0.0	-9	5	-1	97	2	-8	-9	-11
7	COc1cc(OC)c(OC)cc1CN1CCSCC1
 : 0	-0.4	0	-5	-3	94	-2	-9	7	-2
8	Cc1ccc(-c2nc(C=Nc3cccc(C)c3)c(O)o2)cc1
 : -2	14*	4	-2	-6	96	3	-27	-8	10
9	COc1cc(Nc2cccc(-c3ccccc3)n2)cc(OC)c1OC
 : 8	0.7	-3	-5	-4	100	3	-26	-2	.
10	CC1=CN2C(=N)/C(=C/c3ccc(Sc4ccc(Cl)cc4)o3)C(=O)N=C2S1
 : -5	5.6	2	5	6	105	3	-16	-11	-12
11	CC(SCc1ccccc1)C(=O)Nc1ccc(F)cc1 (stereo not given)
 : 1	-0.9	0	-16	-4	92	-2	1	-2	7
12	COc1ccc(S(=O)(=O)N(C)C[C@H]2Oc3c(NC(=O)Nc4ccc(C(F)(F)F)cc4)cccc3C(=O)N([C@H](C)CO)C[C@@H]2C)cc1
 : 13	-1.9	2	7	4	103	-1	.	11	8
13	O=C(Nc1ccccc1-c1ccccc1)c1ccccc1[N+](=O)[O-]
 : -1	0.2	-1	-2	4	91	2	-9	3	8
14	COc1ncccc1C(=O)NC1CCCc2c1cnn2-c1ccc(C)c(C)c1 (stereo not given)
 : -2	-1.3	-3	-11	-9	94	0	15	9	-8
15	O=C1NC(=O)/C(=C/c2ccccc2Cl)N1
 : -10	-1.9	-2	-6	2	94	0	-13	4	-3
16	COc1cccc(C2=NNC(=NCc3ccccc3)SC2)c1
 : 0	-0.6	-4	-1	-7	100	-2	-34	-6	-4
17	O=C(c1[nH]c(C(F)(F)F)nc1-c1ccccc1)N1CCC2(CC1)C(=O)NCN2c1ccccc1
 : .	.	3	-2	-3	89	2	17	4	.
18	COc1ccc2oc(=Nc3ccc(C(=O)O)cc3)c(C(=O)NCc3ccco3)cc2c1
 : 9	0.2	3	9	3	100	3	3	3	9
19	CCCCOC(=O)n1c(=O)oc2ccc(S(=O)(=O)N3CCCCC3)cc21
 : 13	0.3	-1	-4	0	102	-4	-52	-4	-4
20	O=C(CC(C(=O)O)c1ccc(F)cc1)c1ccc(Cl)cc1 (stereo not given)
 : -7	-1.6	-1	-1	4	97	1	13	-2	-3
21	CCSCc1nnc(SCC(=O)Nc2cc(F)ccc2C)n1C
 : 1	1.4	8	12	-8	85	1	3	-4	3
22	Fc1ccc(COc2cccc(-c3n[nH]c(=S)o3)c2)cc1
 : 2	-2.3	2	-15	-1	98	1	7	0	-8
23	COc1cc(NC(=O)CCCl)cc(-n2cnnn2)c1
 : 25	3.8	2	1	3	90	-3	12	-5	-12
24	COc1ccc(S(=O)(=O)Nc2ccccn2)cc1OC
 : -2	-0.8	-1	8	6	99	2	-7	-11	-9
25	Cc1ccc(Oc2nc(CN3CCOCC3)nc3sc4c(c23)CCC(C)C4)cc1 (stereo not given)
 : 12	-1.9	-4	-7	3	98	-7	-23	10	1
26	CCOC(=O)C1=C(CCc2ccccc2)NC(=O)NC1c1ccc(C#N)cc1 (stereo not given)
 : 7	0.0	-6	6	12	97	-2	10	1	-4
27	NC(c1ccccc1)c1csc(NC(=O)Nc2ccccc2Oc2ccccc2)n1 (stereo not given)
 : -4	23*	-6	-10	1	97	-4	-20	7	.
28	CN(Cc1ccccc1)S(=O)(=O)c1nnc(NC(=O)c2ccccc2F)s1
 : 8	-2.6	-3	-5	-11	100	3	-15	7	4
29	CCc1ccc(NC(=O)CSc2nc3ccccc3c(=O)n2CCCC(=O)NCCCN2CCOCC2)cc1
 : 5	2.5	-7	-15	4	96	-1	5	4	-7
30	CCn1c(SCC(=O)Nc2ccccc2)nc2c(c1=O)SCC2
 : 0	1.4	7	13	2	96	-1	-19	-14	0
31	Cc1[nH]c2ccccc2c1C(=O)CSc1nc2cc(S(=O)(=O)N3CCCCC3)ccc2o1
 : -5	0.5	6	-11	6	69*	.	7	-20	-4
32	CC(CNC(=O)CN1C(=O)NC2(CCCCC2)C1=O)c1ccccc1 (stereo not given)
 : 3	0.4	1	-6	-7	95	0	13	-14	-5
33	Cc1cc(C(=O)CN2C(=O)NC(CC(C)C)C2=O)c(C)n1-c1ccccc1F (stereo not given)
 : 3	-0.6	0	3	-1	99	1	-5	-2	10
34	CC1(C)CC(C)(O)N(Cc2ccccc2)C(=S)N1 (stereo not given)
 : 15	-0.6	-4	7	1	99	-1	-13	-8	-12
35	CC1CCc2sc(C(=O)NNS(=O)(=O)c3ccc(F)c(F)c3F)cc2C1 (stereo not given)
 : 7	-1.1	3	3	-4	106	0	-9	5	8
36	Cc1cc(C)cc(NC(=O)c2oc3ccccc3c2COc2ccccc2)c1
 : -2	2.3	2	-10	6	100	1	-6	1	0
37	CCn1nnnc1NCc1ccc(OCc2c(F)cccc2Cl)c(OC)c1
 : 32*	-0.3	0	-4	1	102	-2	-2	0	0
38	COc1ccc(OCCOC(=O)c2ccc(-n3cnnn3)cc2)cc1
 : 8	0.7	3	1	0	94	-2	-3	-2	-4
39	O=C(O)c1cc(S(=O)(=O)N2CCCCC2)ccc1F
 : 7	-2.5	8	-2	-4	88	2	-10	0	-4
40	CCOC(=O)C1CCN(C(=O)COc2ccc(Cl)cc2)CC1
 : -1	0.3	0	0	3	88	0	22	2	-3
41	COc1ccc(NC(=O)COc2ccc3c(c2)CCC3)cc1
 : 2	-1.8	2	-3	-3	92	-1	-12	-8	-22
42	CCc1ccc(C(=O)C[n+]2cccc3cc(OC)ccc32)cc1
 : -18	1.1	0	-8	-1	103	0	1	-1	-8
43	COc1cc(C(=O)NCc2nnc(SCC(=O)N3CCCC3)o2)cc(OC)c1OC
 : -6	-0.5	-3	13	13	104	0	-6	1	-4
44	O=C(NCC1CCCO1)C1CCN(C2CCN(C(=O)CC3CCCC3)CC2)CC1 (stereo not given)
 : -3	4.5	6	-6	6	104	1	-4	5	2
45	O=C(/C=C/[C@H]1O[C@@H](n2ccc(=O)[nH]c2=O)[C@H](O)[C@@H]1O)NCc1cccc2ccccc12
 : .	.	0	5	1	100	1	2	4	.
46	CC(=O)Nc1ccc(NC(=O)C(C)Sc2nnc(C3CC3)n2-c2ccccc2)cc1 (stereo not given)
 : 4	-4.4	4	4	-1	102	0	-18	-10	-1
47	Cc1ccc(S(=O)(=O)CCC(=O)OCC(=O)Nc2ccc(N3CCOCC3)cc2)cc1
 : 0	-0.1	-3	1	2	103	1	-26	7	-3
48	Oc1ccc(Cc2ccccc2Cl)c(O)c1
 : 6	1.9	-2	-11	4	101	0	14	-17	3
49	COc1ccc(-c2ccc3nncn3c2)cn1
 : 16	-2.4	2	1	2	99	1	-6	11	.
50	Cc1ccc(NS(=O)(=O)c2c(C)[nH]c(C)c2C(=O)N2CCCC2)cc1Cl
 : 7	2.4	3	2	14	95	2	-7	-14	-4
51	COc1ccc(Nc2nc(N)nc(CN3CCC(Cc4ccccc4)CC3)n2)cc1
 : 7	1.9	-5	5	1	92	3	-9	0	9
52	NC(=O)Nc1ccc(Cl)cc1
 : -3	-0.8	4	9	-7	96	-1	22	-1	4
53	Cc1nnc(SCC(=O)Nc2cccc([N+](=O)[O-])c2)n1CC1CCCO1 (stereo not given)
 : 6	-2.1	14	-6	11	94	2	-26	-7	-2
54	O=C(CNc1ccc(Cl)cc1)NNC(=S)NCc1ccccc1
 : 17	-3.2	2	2	-3	97	-3	28	-8	-5
55	O=C(COc1ccc(Cl)cc1Cl)NC1CCSC1=O (stereo not given)
 : -4	-0.5	0	-16	3	112	-3	-65	1	1
56	COc1ccc(CNC(=O)OCCN2CCN(S(=O)(=O)c3ccc(C)cc3)CCC2=O)cc1
 : 4	1.2	0	2	-14	97	-1	-3	-3	4

Compounds above that contain two or more sulfur atoms, in the order listed:
Every second line gives: MC4R antagonist	MC4R barr agon	m5-HT2A agonist	H9c2 protect	ABHD5 PLIN5 PPI	ABCB6 inh 2	Glyco luc inh	NCOA2 inhibitor	NOD2-RIPK2 inh	TLR9-MyD88 block
4	COC(=O)c1ccc(CSc2nnc3sc4ccccc4n23)o1
 : -5	-2.1	1	8	-6	94	1	-26	-13	2
10	CC1=CN2C(=N)/C(=C/c3ccc(Sc4ccc(Cl)cc4)o3)C(=O)N=C2S1
 : -5	5.6	2	5	6	105	3	-16	-11	-12
21	CCSCc1nnc(SCC(=O)Nc2cc(F)ccc2C)n1C
 : 1	1.4	8	12	-8	85	1	3	-4	3
28	CN(Cc1ccccc1)S(=O)(=O)c1nnc(NC(=O)c2ccccc2F)s1
 : 8	-2.6	-3	-5	-11	100	3	-15	7	4
30	CCn1c(SCC(=O)Nc2ccccc2)nc2c(c1=O)SCC2
 : 0	1.4	7	13	2	96	-1	-19	-14	0
31	Cc1[nH]c2ccccc2c1C(=O)CSc1nc2cc(S(=O)(=O)N3CCCCC3)ccc2o1
 : -5	0.5	6	-11	6	69*	.	7	-20	-4
35	CC1CCc2sc(C(=O)NNS(=O)(=O)c3ccc(F)c(F)c3F)cc2C1 (stereo not given)
 : 7	-1.1	3	3	-4	106	0	-9	5	8

High-throughput results deposited in PubChem BioAssay by several laboratories.

An excerpt; count on the stated rates, not on these rows.
